IMPase Li cell: qHTS Assay for Identifying the Cell-Membrane Permeable IMPase Inhibitors: Potentiation with Lithium | CHO-M1 cells, IP1 TR-FRET (IP-One), carbachol + lithium | Potency, µM (highest dose often 59.4 µM), for the others: at the top dose activity, negative = IMPase inhibition, usual class: inhibitors | actives 0.35% (n = 210,000) | AID 1457, 2008;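 also: IP1 builds up when IMPase is blocked and the TR-FRET signal falls; plate controls were basal vehicle for no effect and high inhibitor control for full effect; nearly all actives have a fitted effect of over 50% in size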
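CHO cells stably expressing M1 receptor (2000/well) were cultured 16–30 h, then exposed to compounds with a small lithium addition for 30 min at 37C. IP1 was measured by TR-FRET competition; AC50 from Hill fits.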
GAA inhib: qHTS Assay for Inhibitors of Human alpha-Glucosidase as a Potential Chaperone Treatment of Pompe Disease | actives 0.005% (n = 200,000) | Lysosomal alpha-glucosidase (Homo sapiens), P10253 | purified human GAA, 4-MU-alpha-glucoside fluorescence | AID 1466, 2008 | Potency, µM (doses to about 76.9 µM), for inactives: at the top dose activity change, negative = inhibition, actives largely listed as inhibitors;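 also: plate controls were uninhibited enzyme wells for no effect and no-enzyme background for full effect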
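Compounds are titrated up to 77 uM against 4 nM human enzyme. Substrate 4-methylumbelliferyl-alpha-D-pyranoside (400 uM) reacts 20 min at room temperature in pH 5.0 buffer; liberated 4-methylumbelliferone is read at 440 nm.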
GoLoco inh red: qHTS Assay for Inhibitors of RGS12 GoLoco Motif Activity (Red Fluorophore); Guanine nucleotide-binding protein G(i) subunit alpha-1 (Homo sapiens), P63096; Gai1:RGS12 GoLoco peptide FP, rhodamine, 10 min; Potency, µM (doses to about 61.6 µM), for inactives: at the top dose activity, negative = inhibition, most hits filed as inhibitors; actives 0.44% (n = 230,000); active = well fitted inhibition curve with a large enough effect, not every such curve was filed as active; inactive = no such curve, though single readings can be large or run the other way; also: % is scaled to controls: 0 for no effect and ±100 for the full control effect; nearly all actives have a fitted effect of over 30% in size; many of its hits are not listed in these tables
Target sequence (P63096 whole entry, looked up): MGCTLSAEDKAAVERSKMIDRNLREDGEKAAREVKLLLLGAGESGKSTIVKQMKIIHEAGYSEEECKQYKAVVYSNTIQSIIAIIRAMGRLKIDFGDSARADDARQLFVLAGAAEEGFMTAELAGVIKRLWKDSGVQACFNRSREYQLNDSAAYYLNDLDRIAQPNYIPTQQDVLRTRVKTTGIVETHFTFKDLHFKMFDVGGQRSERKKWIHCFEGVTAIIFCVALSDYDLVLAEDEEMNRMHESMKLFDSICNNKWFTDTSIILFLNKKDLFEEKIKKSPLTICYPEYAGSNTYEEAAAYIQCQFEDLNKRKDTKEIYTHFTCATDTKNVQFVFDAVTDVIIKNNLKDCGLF
HTT aggregate: qHTS Multiplex Assay to Identify Dual Action Probes in a Cell Model of Huntington: Aggregate Formation (GFP) | actives 1.1% (n = 220,000) | Potency, µM (series often up to 46.1 µM), for the others: at the highest dose activity change, negative = inhibition, usual class: inhibitors | PC12 HttQ103-GFP aggregates, Acumen cytometry, 40 h; also: % is scaled to controls: 0 for no effect and ±100 for the full control effect; nearly all actives have a fitted effect of over 60% in size
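Multiplexed with ATP-based cell death, this channel scores GFP aggregates in PC12 cells expressing inducible HTTex1-Q103-GFP. Induction used 100 nM tebufenozide; compounds were tested in concentration series.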
HTT ATP protect: qHTS Multiplex Assay to Identify Dual Action Probes in a Cell Model of Huntington: Cytoprotection (ATP). PC12 HTT-Q103 induced, cytoprotection, ATP luminescence, 40 h. Potency, µM (top dose mostly 56.4 µM), without a hit: cytoprotection (ATP increase), usual class: activators. actives 0.14% (n = 230,000). AID 1471, 2008;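 also: % of control where 0% means no effect; nearly all actives have a fitted effect of over 45% in size; toxic huntingtin expression switched on by the ecdysone agonist tebufenozide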
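Compounds added alongside 100 nM tebufenozide, which induces toxic Q103 huntingtin exon 1-GFP in stable PC12 cells; surviving cells quantified by luminescent ATP measurement. Medium: phenol red-free DMEM, 5% equine and 5% calf serum.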
GAA spleen mod: qHTS Assay for Inhibitors and Activators of Human alpha-Glucosidase From Spleen Homogenate; Lysosomal alpha-glucosidase (Homo sapiens), P10253; human spleen homogenate, 4-MU-alpha-glucoside fluorescence; Potency, µM (doses to about 79.9 µM), for inactives: top-dose activity change, negative = inhibition, usual class: inhibitors; actives 0.006% (n = 240,000); AID 2112, 2009;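 also: 0% = enzyme with vehicle and -100% = no enzyme basal signal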
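Human spleen homogenate (1 ug) with 4-methylumbelliferyl-alpha-D-glucopyranoside (1 mM final) in 50 mM citrate/phosphate pH 5.0, 0.01% Tween-20; 40 min at 37 C. Stopped at pH 10; 4-MU fluorescence Ex 365/Em 440 nm; AC50 by Hill fit.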
GAA glycogen mod: qHTS Assay for Inhibitors and Activators of Human alpha-Glucosidase Cleavage of Glycogen. actives 0.38% (n = 300,000). Potency, µM (highest dose often 76.4 µM), for inactives: at the highest dose activity change, negative = inhibition, usual class: inhibitors. recombinant GAA, glycogen substrate, Amplex Red glucose oxidase fluorescence. AID 2100, 2009;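 also: 0% = full enzyme reaction and -100% = no-enzyme basal signal; the screen sought inhibitors and activators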
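Recombinant human alpha-glucosidase (4 nM final) hydrolysed bovine liver glycogen (30 ug) for 40 min at 37 C in pH 5.0 citrate/phosphate with 0.01% Tween-20. Released glucose detected by glucose oxidase/Amplex Red, Ex 573/Em 610 nm. Compounds up to 77 uM; AC50 from Hill fits.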
The depositor's hits bear a star; ? = inconclusive; / = not tested or not shown; & = joins results of further samples; [ ] = remark or other dose. Unless noted, calls follow the shape of the dose curve; as a rule, active = well fitted curve in the direction sought with a large enough effect; inconclusive = small, poorly fitted or top-dose-only effect, or another doubt; inactive = no such curve, though single readings can be large; an effect the other way counts as inactive or inconclusive. Potency is read from the fitted curve at half-maximal effect. This is a subset; the hit share may differ from the screen's.

no.	Molecule	IMPase Li cell	GAA inhib	GoLoco inh red	HTT aggregate	HTT ATP protect	GAA spleen mod	GAA glycogen mod
1	Clc1ccc(-c2cc(C3CCNCC3)[nH]n2)cc1	?	-4%	0%	2%	-20%	1%	-8%
2	COc1ccc(CCN(C)CCCN2CCc3cc(OC)c(OC)cc3CC2=O)cc1OC	19%&-2%	/	0%&0%	-5%	-74%&-44%[inhibitor]	2%&-6%	/
3	COc1cc(Cl)c(C)cc1NC(=O)c1ccc(NS(=O)(=O)c2ccc(F)c(F)c2)cc1	5.6µM*	8%	38%[activator]	-7%	12%[10 µM]	6%	-17%
4	CCOC(=O)c1c(C)[nH]c(N=Nc2ccc(OC)cc2)c1C	/	/	0%	1%[9.22 µM]	13%[10 µM]	3%	-7%
5	Cc1ccc(S(=O)(=O)NCCSc2nnnn2-c2ccccc2)cc1	2%	-7%	-7%	-12%	8%[10 µM]	1%	-6%[76.3 µM]
6	CCn1c(=O)c([N+](=O)[O-])c(NCCc2ccc(OC)c(OC)c2)c2ccccc21	26%	-5%	34%[activator]	6%	13%[10 µM]	-19%	1%
7	CC(C)[C@H](NC(N)=O)C(=O)Nc1cccc(S(=O)(=O)N2CCOCC2)c1	-1%	-3%	6%	13%	-17%	1%	4%
8	CC(=O)NC(CC(=O)O)C(=O)NC(CCC(=O)O)C(=O)O (centres undefined)	3%	/	3%	/	/	4%	/
9	CCOC(=O)OC(C)OC(=O)C1N2C(=O)C(NC(=O)C(N)c3ccccc3)C2SC1(C)C (centres undefined)	-3%	/	-4%	/	/	17%	/
10	COC(=O)C1=C(C(=O)OC)[C@@H]2N(C)c3ccccc3[C@@]23C[C@@H](C(=O)OC)N(S(=O)(=O)c2ccc4c(c2)OCCN4C)C3=N1	1%	/	1%[14.2 µM]	/	-25%[10 µM]	6%[17.4 µM]	/
11	CC(N=Cc1c(O)c2ccccc2oc1=O)C(=O)O (centres undefined)	-3%	-3%	-6%	-12%	-31%[inhibitor]	-4%	-1%
12	O=C(Nc1ccc(NC(=O)c2cccs2)cn1)c1ccccc1	-1%	7%	7%	21%	-4%[10 µM]	-9%	12%
13	COc1ccccc1C1c2[nH]c3ccccc3c2CCN1Cc1ccc(NC(C)=O)s1 (centres undefined)	/	/	5%	7%[9.22 µM]	18%[10 µM]	0%	0%
14	O=C(CSc1ncn[nH]1)NCCCc1ccccc1	-2%[38.3 µM]	-6%	2%	-9%	1%	-1%	-15%
15	Nn1c(CSc2ccccn2)nc2ccccc2c1=O	12%[38.3 µM]	0%	5%	-16%	4%[10 µM]	-6%	-6%
16	Cc1cc(C)n(C(=O)CNC(=O)CCc2ccccc2)n1	10%[38.3 µM]	5%	-16%	24%	10%	4%	2%
17	Cc1cc(C(=O)NC(C)c2ccncc2)no1 (centres undefined)	26%[38.3 µM]	4%	13%	2%	-2%	2%	3%
18	COC(=O)c1ccc(NC(=S)NC2c3ccccc3CC2O)cc1 (centres undefined)	8%	-5%	8%	0%[9.22 µM]	6%[10 µM]	0%	-6%
19	CCSc1nnc(-c2ccc(C)cc2)c2ccccc12	3%	0%	14%	-10%	12%[10 µM]	6%	-12%
20	CCn1c(=O)cc(OCC(=O)N2CCN(c3ccc(F)cc3)CC2)c2ccccc21	-4%	-4%	3%	?	-49%[inhibitor]	3%	3%
21	OC(COCC1COc2ccccc2O1)CN1CCN(c2ccccc2F)CC1 (centres undefined)	-2%[38.3 µM]	-12%	-4%	13%	1%	-3%	-6%
22	COc1ccc2cc(CN(Cc3cccnc3)Cc3nnnn3Cc3ccccc3)c(=O)[nH]c2c1	1%[38.3 µM]	0%	-3%	16%	-27%[10 µM]	3%	-4%
23	O=C(O)/C=C\C(=O)Nc1ccccc1F	-4%	-1%	-8%	10%	23%[10 µM]	-2%	12%
24	CCC(C)NC(=O)/C=C1\Sc2ccccc2NC1=O (centres undefined)	9%	3%	-1%	17%	-14%[10 µM]	-3%	11%
25	CCOc1ccccc1CN1CCN(Cc2cccc3c2OCO3)CC1CCO (centres undefined)	12%	-10%	15%	3%[9.22 µM]	-5%[10 µM]	2%	22%
26	C=CCn1cc(C(=O)NCc2ccco2)c(=O)c2cc(S(=O)(=O)N3CCCCCC3)ccc21	/	-7%	/	7%	-14%	-1%	-6%
27	CCOC(=O)c1sc(NC(=O)CN2C(=O)NC3(CC(C)CC(C)(C)C3)C2=O)c(C(=O)OCC)c1C (centres undefined)	-15%	1%	-1%	0%	-5%[10 µM]	-2%	12%
28	CC(C)N(C(=O)Cn1cc(SCC(=O)NCc2ccco2)c2ccccc21)C(C)C	-4%	-7%	1%	6%	-41%[inhibitor]	-1%	-16%
29	CC1CCc2nn(CC(=O)N3CCN(C(=O)c4ccco4)CC3)cc2C1 (centres undefined)	1%	-4%	3%	-28%	14%[10 µM]	-5%	1%
30	Cc1ccnc(SCC(=O)N2CCC(C(N)=O)CC2)n1	-16%[38.3 µM]	4%	6%	-8%	12%[0.074 µM]	2%	2%
31	CCOC(=O)NNC1CC(=O)N(c2ccccc2)C1=O (centres undefined)	-10%	?	14%	-4%	/	-2%	0%
32	COc1cc2oc(=O)ccc2c(OC)c1CC(O)C(C)(C)O (centres undefined)	/	/	2%	-19%[9.22 µM]	-15%[10 µM]	4%	4%
33	CCOc1ccc(-n2c(=O)[nH]cc(C(=O)Nc3ccc(OC)c(OC)c3)c2=O)cc1	1%	-3%	1%	?	-26%	-1%	-4%
34	COc1ccccc1C(=O)Nc1ccc(-c2nnn(CC(=O)NCc3ccco3)n2)cc1	/	/	1%	-4%[9.22 µM]	0%[10 µM]	1%	-1%
35	COC(OC)c1ccnc(-c2ccc(OC(=O)c3ccccc3)cc2)n1	3%	-7%	1%	-10%	11%	/	-2%
36	COc1ccccc1NC(=O)CC(=O)CSc1nnc(-c2ccc(C)cc2)n1C	-4%[38.3 µM]	5%	4%	13%	-17%[10 µM]	-10%	2%
37	COc1ccc(NC(=O)c2ccc(CNc3c(N4CCCC4)c(=O)c3=O)cc2)cc1Cl	/	/	6%	-9%[9.22 µM]	-5%[10 µM]	5%	-4%
38	C[N+](C)(C)CCCSc1nc2ccccc2[nH]1	-4%	/	-8%[14.2 µM]	/	0%[10 µM]	/	/
39	Cc1cc2sc3nc(=O)n(-c4ccccc4)c(=O)n3c2cc1C	/	/	4%	-5%[9.22 µM]	-1%[10 µM]	5%	-9%
40	O=C1CC(c2cc3c(cc2Br)OCO3)C2=C(CCCC2=O)N1 (centres undefined)	-3%[38.3 µM]	6%	3%	-12%	2%	2%	2%
41	O=C1C2CC=CCC2C(=O)N1c1ccc(Cc2ccncc2)cc1 (centres undefined)	28%[38.3 µM]	-8%	3%	-25%	9%	-3%	1%
42	N/C(=N\OC(=O)Cc1cccc2ccccc12)c1ccccn1	50%[activator][38.3 µM]	-5%	-11%	?	-9%	-3%	1%
43	CCN(CCO)c1ccc(N=Nc2cc(C)[nH]n2)cc1	/	/	18%	19%[9.22 µM]	-74%[inhibitor][10 µM]	-6%	5%
44	CCc1ccc(OCC(=O)NCCN(C)C)c(Br)c1	12%[38.3 µM]	-4%	-2%	-26%	-13%	-1%	0%
45	CC(=O)c1sc(-c2ccccc2)cc1NS(=O)(=O)c1ccccc1	/	/	5%	7%[9.22 µM]	9%[10 µM]	1%	6%
46	COc1ccc(N=Nc2ccc(N)nc2N)cc1	/	-10%	14%	11%[9.22 µM]	-2%[10 µM]	-2%	-2%
47	CN(C)S(=O)(=O)c1ccc(Nc2nc(C3CC3)nc3c2nnn3Cc2ccccc2Cl)cc1	-3%	7%	11%	-27%	12%[10 µM]	-6%	15%
48	CCC(=O)N1CC23C=CC(CC2CC12CCCCC2)O3 (centres undefined)	-3%[38.3 µM]	-4%	-1%	4%	15%	3%	0%

Sorted by SMILES length (largest number first): some entries from above
no.	Molecule	IMPase Li cell	GAA inhib	GoLoco inh red	HTT aggregate	HTT ATP protect	GAA spleen mod	GAA glycogen mod
47	CN(C)S(=O)(=O)c1ccc(Nc2nc(C3CC3)nc3c2nnn3Cc2ccccc2Cl)cc1	-3%	7%	11%	-27%	12%[10 µM]	-6%	15%
37	COc1ccc(NC(=O)c2ccc(CNc3c(N4CCCC4)c(=O)c3=O)cc2)cc1Cl	/	/	6%	-9%[9.22 µM]	-5%[10 µM]	5%	-4%
36	COc1ccccc1NC(=O)CC(=O)CSc1nnc(-c2ccc(C)cc2)n1C	-4%[38.3 µM]	5%	4%	13%	-17%[10 µM]	-10%	2%
45	CC(=O)c1sc(-c2ccccc2)cc1NS(=O)(=O)c1ccccc1	/	/	5%	7%[9.22 µM]	9%[10 µM]	1%	6%
39	Cc1cc2sc3nc(=O)n(-c4ccccc4)c(=O)n3c2cc1C	/	/	4%	-5%[9.22 µM]	-1%[10 µM]	5%	-9%
41	O=C1C2CC=CCC2C(=O)N1c1ccc(Cc2ccncc2)cc1 (centres undefined)	28%[38.3 µM]	-8%	3%	-25%	9%	-3%	1%
42	N/C(=N\OC(=O)Cc1cccc2ccccc12)c1ccccn1	50%[activator][38.3 µM]	-5%	-11%	?	-9%	-3%	1%
43	CCN(CCO)c1ccc(N=Nc2cc(C)[nH]n2)cc1	/	/	18%	19%[9.22 µM]	-74%[inhibitor][10 µM]	-6%	5%
44	CCc1ccc(OCC(=O)NCCN(C)C)c(Br)c1	12%[38.3 µM]	-4%	-2%	-26%	-13%	-1%	0%
46	COc1ccc(N=Nc2ccc(N)nc2N)cc1	/	-10%	14%	11%[9.22 µM]	-2%[10 µM]	-2%	-2%
